SMN2 splice up: SMN2 splice variant enhancement | HEK293 SMN2-luciferase splicing reporter, luminescence, 30-36 h | Potency, µM (series often up to 46.1 µM), without a hit: at the top dose activity change, positive = activation, actives largely listed as activators | hit rate 2.8% among 210,000 | AID 1458; also: potency is read from the fitted curve at half-maximal effect; % of control where 0% means no effect; nearly all actives have a fitted effect of over 55% in size
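HEK293 cells carry an SMN2 minigene-luciferase reporter in which exon 7 inclusion puts luciferase in frame. Cells were seeded at 2000 cells/well, attached for 10-12 hours, then exposed to compounds for 30-36 hours at 37C before ONE-Glo luminescence.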
HttQ103 aggreg: mutant huntingtin aggregation inhibition. PC12 HttQ103-GFP aggregates, Acumen cytometry, 40 h. Potency, µM (series often up to 46.1 µM), without a hit: at the top dose activity change, negative = inhibition, actives largely listed as inhibitors. hit rate 1.1% among 220,000. AID 1688; also: potency is read from the fitted curve at half-maximal effect; % is scaled to controls: 0 for no effect and ±100 for the full control effect; nearly all actives have a fitted effect of over 60% in size
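Compounds (qHTS titration) were added to PC12 cells expressing an ecdysone-driven HTT exon 1 Q103–GFP fusion after induction with 100 nM tebufenozide. Aggregate formation was measured as GFP objects in cell lysates.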
KinaseGlo FLuc: blocks Kinase-Glo luciferase, a counter-screen artifact | hit rate 0.28% among 200,000 | Kinase-Glo luciferase, ATP luminescence, 8 min | AID 1379 | Potency, µM (doses to about 38.3 µM), for the others: top-dose activity change, negative = inhibition, hits mostly inhibitors | Q27757; also: potency is read from the fitted curve at half-maximal effect; % is scaled to controls: 0 for no effect and ±100 for the full control effect; nearly all actives have a fitted effect of over 60% in size
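Light output from Kinase-Glo luciferase with luciferin and 10 uM ATP in 50 mM imidazole pH 7.2, KCl, MgCl2, Tween 20, BSA; compound pin-delivered, 8-min ambient incubation, then luminescence read.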
IMPase Li inh: IMPase inhibition in cells with lithium potentiation; CHO-M1 cells, IP1 TR-FRET (IP-One), carbachol + lithium; Potency, µM (series often up to 59.4 µM), for inactives: at the highest dose activity, negative = IMPase inhibition, actives largely listed as inhibitors; hit rate 0.35% among 210,000;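 also: IP1 builds up when IMPase is blocked and the TR-FRET signal falls; potency is read from the fitted curve at half-maximal effect; plate controls were basal vehicle for no effect and high inhibitor control for full effect; nearly all actives have a fitted effect of over 50% in size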
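IP1 accumulation measured by competitive TR-FRET in lysed CHO-M1 cells after 30 min compound exposure at 37C, with a small lithium addition to potentiate weak responses. Hill-equation AC50 from ratio and donor-channel data.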
HTT cytoprotect: Huntington cell model cytoprotection by ATP luminescence. PC12 HTT-Q103 induced, cytoprotection, ATP luminescence, 40 h. Potency, µM (titrated, usually from 56.4 µM), without a hit: cytoprotection (ATP increase), usual class: activators. hit rate 0.14% among 230,000;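 also: potency is read from the fitted curve at half-maximal effect; % of control where 0% means no effect; nearly all actives have a fitted effect of over 45% in size; toxic huntingtin expression switched on by the ecdysone agonist tebufenozide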
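Compounds were screened for protection of PC12 cells against cell death after tebufenozide induction (100 nM final) of mutant Huntingtin exon 1 (Q103) fused to GFP.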
CBFb-RUNX1 inh: blocks binding between human CBF-beta and RUNX1; Q01196+Q13951; AlphaScreen CBFb-His/RUNX1-biotin binding, biochemical; Potency, µM (top dose mostly 59.8 µM), without a hit: top-dose activity, negative = inhibition, usual class: inhibitors; 230,000 tested, under 10 active; AID 1477; also: % of control where 0% means no effect
Target sequence (Q01196 whole entry, looked up): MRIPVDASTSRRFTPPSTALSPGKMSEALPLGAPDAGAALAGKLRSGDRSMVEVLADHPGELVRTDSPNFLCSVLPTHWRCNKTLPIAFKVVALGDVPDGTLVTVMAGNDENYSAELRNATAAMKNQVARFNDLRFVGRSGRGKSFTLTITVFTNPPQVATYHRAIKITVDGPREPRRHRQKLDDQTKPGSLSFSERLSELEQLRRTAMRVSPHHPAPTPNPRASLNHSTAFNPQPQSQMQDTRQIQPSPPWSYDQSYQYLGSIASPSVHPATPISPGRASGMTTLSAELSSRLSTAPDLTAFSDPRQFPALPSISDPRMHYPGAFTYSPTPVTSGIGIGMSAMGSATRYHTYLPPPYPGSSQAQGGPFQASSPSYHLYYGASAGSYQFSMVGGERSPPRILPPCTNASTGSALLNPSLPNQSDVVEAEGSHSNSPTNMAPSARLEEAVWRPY
Target sequence (Q13951 whole entry, looked up): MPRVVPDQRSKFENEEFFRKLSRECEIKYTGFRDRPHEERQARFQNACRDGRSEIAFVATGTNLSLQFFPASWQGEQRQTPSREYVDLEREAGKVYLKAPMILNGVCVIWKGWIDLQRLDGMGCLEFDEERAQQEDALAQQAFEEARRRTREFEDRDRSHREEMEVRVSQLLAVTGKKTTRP
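Bead-based AlphaScreen assay; binding partners His-tagged CBF-beta and biotinylated RUNX1 at 30 nM each. Compound exposure 15 min after a 20-min protein preincubation; bead step 90 min; all steps at room temperature.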
Lamin A splicing: LMNA splicing modulation | AID 1487 | HeLa LMNA splicing GFP/RFP minigene ratio, 48 h | Potency, µM (series often up to 46.1 µM), inactives show top-dose ratio change, negative = inhibition, actives largely listed as inhibitors | hit rate 0.01% among 200,000; active = well fitted inhibition curve with a large enough effect in the signal ratio, with a control signal flat, not every such curve was filed as active; inconclusive = small, poorly fitted or top-dose-only effect, or effect the other way, or a change in a side signal; the % refers to the signal ratio; also: potency is read from the fitted curve at half-maximal effect; % is scaled to controls: 0 for no effect and ±100 for the full control effect
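S3 HeLa stable clones carrying a lamin A-EGFP splicing minigene plus DsRed2 were seeded at 600 cells/well in Opti-MEM with 2% FBS, pin-dosed and incubated 48 h at 37°C. Acumen cytometry (488 nm) gave the GFP/RFP total-intensity ratio.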
* hit, by the source's call; ? = inconclusive; nt = no result given; [ ] = remark or other dose. Unless noted, calls follow the shape of the dose curve; as a rule, active = well fitted curve in the direction sought with a large enough effect; inconclusive = small, poorly fitted or top-dose-only effect, or another doubt; inactive = no such curve, though single readings can be large; an effect the other way counts as inactive or inconclusive. Rows are unselected (roughly 4% active in at least one column).

SMILES	SMN2 splice up	HttQ103 aggreg	KinaseGlo FLuc	IMPase Li inh	HTT cytoprotect	CBFb-RUNX1 inh	Lamin A splicing
CC(=O)C1C(c2ccc(Cl)cc2)c2c(noc2C)CC1(C)O (stereo not given)	nt	2%[9.22 µM]	nt	nt	6%[10 µM]	0%	nt
Cc1nc(SCC(=O)NCC(F)(F)F)c2c(-c3cccs3)csc2n1	-24%	-10%	0%	7%	10%[10 µM]	-5%	?
Cc1ccc(C(O)CN2C3=NCCN3c3ccccc32)cc1 (stereo not given)	-3%	2%	-3%	19%[38.3 µM]	13%	0%	-14%
CCn1cc(S(=O)(=O)CC(=O)Nc2ccc3c(c2)OCCO3)c2ccccc21	0%	-22%	-2%	5%[38.3 µM]	-16%	0%	-2%
NNc1nc2ccc(Cl)cc2s1	?	?	1%	4%	-4%[10 µM]	-6%	?
COc1ccc(OC(C)C(=O)Nc2ccc(F)cc2F)cc1 (stereo not given)	-2%	-9%[9.22 µM]	-1%	3%	2%	4%	3%[46 µM]
O=C(Nc1cccnc1)c1cc(F)cc(F)c1	0%	20%	-10%	19%[38.3 µM]	9%	9%	3%
CC1C/C(=C/c2ccco2)C(=O)/C(=C/c2ccco2)C1 (stereo not given)	-2%	?	2%	11%	nt	-3%	?
O=C(CSc1ccc(-c2cccc([N+](=O)[O-])c2)nn1)NCc1ccccc1	-17%	10%	1%	1%	-17%	4%	-6%[1.84 µM]
Cc1cc(C)n2c(-c3ccccc3Cl)nnc2n1	7%	9%	-5%	-1%	nt	-2%	-9%

Following part.
SMILES	SMN2 splice up	HttQ103 aggreg	KinaseGlo FLuc	IMPase Li inh	HTT cytoprotect	CBFb-RUNX1 inh	Lamin A splicing
Cc1ccc(SCCC(=O)N(C)C)cc1	17%	0%	-2%	20%[38.3 µM]	18%[1.9 µM]	1%	17%
Cc1c(Cl)c([N+](=O)[O-])nn1CC(=O)N1CCc2ccccc2C1	12%	-4%	-3%	7%[38.3 µM]	-30%	4%	2%
COC(=O)Nc1nc(C)c(C(=O)N(C)C)s1	0%	0%	-6%	-11%[38.3 µM]	-4%	1%	6%
COc1ccccc1CNC(=O)CN(C)S(=O)(=O)c1cccc2cccnc12	nt	-17%[9.22 µM]	nt	nt	-8%[10 µM]	8%	nt
O=C(CCC1CCCCC1)NNC(=O)c1cnccn1	18%	-30%	3%	-6%	nt	-23%	?
N#CNC(=Nc1cccc(F)c1)SCc1ccccc1	-18%	-33%	0%	7%	1%[10 µM]	1%	-12%
CN(C)c1ccc(-c2nc(N3CCNCC3)c3ccccc3n2)cc1	11µM*	nt	-12%	11%	-76%[inhibitor]	nt	?
S=C(Nc1ccc(Cl)cc1)c1sc(N2CCCCC2)nc1N1CCOCC1	-2%	-4%	0%	2%	nt	-7%	-3%
COC(=O)CSc1nnc([C@H](Cc2ccccc2)NC(=O)OC(C)(C)C)o1	-12%	9%	0%	10%[38.3 µM]	0%	6%	-1%
CC1(C)CC(=O)C=C(Nc2ccc(F)cc2F)C1	3%	22%	-1%	3%[38.3 µM]	-1%	1%	6%

The list continues:
SMILES	SMN2 splice up	HttQ103 aggreg	KinaseGlo FLuc	IMPase Li inh	HTT cytoprotect	CBFb-RUNX1 inh	Lamin A splicing
COc1cccc2cc(C(C)N(CCCN3CCOCC3)C(=S)Nc3cc(C)ccc3C)oc12 (stereo not given)	-15%	5%	-1%	14%	7%	-6%	24%[46 µM]
CN=C(Nc1cc(C)nn1-c1ccccc1)c1ccccc1	0%	-2%	2%	4%	-10%[10 µM]	3%	-10%
CCCCn1c(SCC(=O)Nc2cc(C)on2)nnc1-c1ccco1	47%	5%	-3%	10%[38.3 µM]	-3%	2%	0%
Cc1[nH][nH]c(=O)c1C(c1c(C)[nH][nH]c1=O)c1cn(Cc2ccc(F)cc2)c2ccccc12	-26%	25%	0%	14%	nt	?	-8%
CCCCCCCCNC(=O)/C(C#N)=C/c1ccc(SC)cc1	-53%[inhibitor]	17%	-3%	0%	22%[10 µM]	9%	8%
c1ccc(-c2cnc(-c3ccc(-c4ncc(-c5ccccc5)o4)cc3)o2)cc1	21%[9.22 µM]	nt	-3%[7.66 µM]	-9%	5%[10 µM]	nt	nt
COc1ccccc1NC(=O)Nc1c(C)n(C)n(-c2ccccc2)c1=O	-1%	11%	0%	19%[38.3 µM]	0%[1.9 µM]	11%	12%
CCCCn1c(SCC(=O)N(CC)C2CCS(=O)(=O)C2)nnc1C(CC)N(C)C (stereo not given)	-15%	11%	-1%	5%[38.3 µM]	11%[10 µM]	-5%	15%
CN1CCN(CN2C(=O)C3C4C=CC(C3C2=O)C2C3C(=O)N(CN5CCN(C)CC5)C(=O)C3C42)CC1 (stereo not given)	-7%[9.22 µM]	nt	-12%[7.66 µM]	9%	-8%[10 µM]	nt	nt
COc1ccc(N2CCN(C(c3ccccc3)c3sc4nc(C)nn4c3O)CC2)cc1 (stereo not given)	nt	-6%[9.22 µM]	nt	nt	-12%[10 µM]	-21%	nt

Next part:
SMILES	SMN2 splice up	HttQ103 aggreg	KinaseGlo FLuc	IMPase Li inh	HTT cytoprotect	CBFb-RUNX1 inh	Lamin A splicing
Cc1ccc(C(=O)CNc2ccc(C)c(Cl)c2)cc1	2%	12%	-2%	-6%	23%[10 µM]	-2%	-8%
CC(C)n1nnc2ccccc2c1=O	?	23%	-4%	5%[38.3 µM]	1%	-2%	4%
Cc1cc(NC(=O)c2ccc(NC(=O)C(C)C)cc2)no1	6%	11%	0%	29%[38.3 µM]	9%	4%	-12%
Cc1ccc(OCC(=O)OC(C)CN(C)Cc2ccccc2)cc1 (stereo not given)	-24%	1%	0%	-4%	nt	2%	6%
COc1ccc(Oc2ccccc2C=O)cc1	-4%	-4%	-1%	-10%[38.3 µM]	-16%	2%	?
CC1(C)C(=O)OC(c2ccco2)C(C)(C)C1=O (stereo not given)	-1%	2%	-3%	24%[38.3 µM]	0%	-2%	14%
CCOc1ccc(C2/C(=C(\O)c3ccc(OC)c(OC)c3)C(=O)C(=O)N2c2cc(C)on2)cc1OC (stereo not given)	-3%	-12%	1%	-15%[38.3 µM]	-10%[0.074 µM]	5%	11%
Cc1cc(C)n(-c2cccc(C(=O)O)c2)n1	nt	-6%[9.22 µM]	1%	-1%	7%[10 µM]	3%	8%[46 µM]
COc1ccc(-c2nc(C#N)c(NCCCN(C)C)o2)cc1OC	0%	2%	-6%	7%[38.3 µM]	-10%[10 µM]	-1%	-10%
COc1ccc(S(=O)(=O)Nc2ccc(NC(C)=O)cc2)cc1	8%	5%	20%	19%[38.3 µM]	-9%	7%	5%

Later entries:
SMILES	SMN2 splice up	HttQ103 aggreg	KinaseGlo FLuc	IMPase Li inh	HTT cytoprotect	CBFb-RUNX1 inh	Lamin A splicing
Clc1ccc(OCCCCSc2ncccn2)cc1	-17%	-19%	1%	16%[38.3 µM]	-31%	25%	22%
CCOc1ccc2nc(SCC(=O)N3c4ccccc4Sc4ccccc43)sc2c1	-19%	14%	0%	3%	-19%[10 µM]	20%	-4%
CC1(C)CC(=O)c2sc(NC(=O)c3ccccc3)nc2C1	13µM*	8%	-15%	-11%	-65%[inhibitor][10 µM]	-3%	nt
CC(=O)c1ccc(N(C(=O)CS(=O)CC(=O)Nc2ccc(F)cc2)C(C(=O)NC2CCCCC2)c2cccs2)cc1 (stereo not given)	-9%	-10%	1%	-6%	nt	-14%	-1%
O=C(C1CC=CCC1)N1CCN(C(=O)C2CC=CCC2)CC1 (stereo not given)	14%	-6%	2%	2%	34%[10 µM]	3%	-15%
CC1=Nc2ccccc2N=C(NC(=O)CN2CCN(c3ccccc3)CC2)C1c1ccccc1 (stereo not given)	nt	-6%[9.22 µM]	nt	0%	14%[10 µM]	0%	nt
CC1CCc2nc(NC(=O)CCSc3ccccc3)sc2C1 (stereo not given)	5%	5%	-1%	-5%[38.3 µM]	0%[10 µM]	0%	-9%
CCN1C(=O)CSc2ccc(C(=O)NC3CCCCC3)cc21	-19%	-12%	8%	-3%[38.3 µM]	-30%	2%	0%
COc1cc(/C=N/NC(=O)C(=O)NCc2ccco2)ccc1O	nt	?	nt	nt	24%[10 µM]	0%	-12%
NC(=O)C1=C[C@H](c2ccc3c(c2)OCO3)C[C@H](OCc2ccc(CO)cc2)O1	nt	-2%[9.22 µM]	nt	-10%	13%[10 µM]	11%	nt

Continuation:
SMILES	SMN2 splice up	HttQ103 aggreg	KinaseGlo FLuc	IMPase Li inh	HTT cytoprotect	CBFb-RUNX1 inh	Lamin A splicing
Cc1nnc(N/N=C/c2ccc(-c3ccc(Br)cc3)o2)n1N	-23%	-9%	1%	-8%	-58%[inhibitor]	4%	-1%[46 µM]
O=c1[nH]c(CN2CCOCC2)nc2scc(-c3ccccc3)c12	-4%	7%	10%	-5%	-8%	24%	19%[46 µM]
CCOC(=O)N1CCC(NC(=O)Cn2ncc3ccccc32)CC1	0%	3%	-4%	21%[38.3 µM]	27%[10 µM]	1%	4%
O=C(Nc1nnc(-c2ccco2)o1)c1ccc(S(=O)(=O)N2CCOCC2)cc1	-57%	-4%	-2%	0%	-20%	-26%	16%[9.22 µM]
CS(=O)(=O)Nc1cccc(-c2cc(NCc3ccccc3)ncn2)c1	nt	nt	nt	5%	-22%	nt	-3%
CNc1cc(-c2c(C)noc2C)ncn1	nt	nt	nt	2%	5%	nt	-8%
COc1cc(C)ccc1OCCOCCOc1cc(C)c(C)cc1Br	-51%[inhibitor]	-5%	1%	-1%	23%[10 µM]	-14%	?
NC(=O)c1ccc(C2SCC(=O)N2Cc2ccccc2)cc1 (stereo not given)	-6%	-11%	2%	7%[38.3 µM]	6%[0.074 µM]	1%	-3%
CCOC(=O)c1c(NC(=O)CSc2nc3ccccc3o2)sc(C(C)=O)c1C	17%	-22%	0%	3%	27%[10 µM]	5%	?
CCCCOc1ccc(-c2nnn(CC(=O)NCCc3c[nH]c4ccccc34)n2)cc1	-25%	-22%	2%	17%[38.3 µM]	12%[10 µM]	4%	-10%
N#CC1=C(N)OC2=C(C(=O)CCC2)C1c1ccsc1 (stereo not given)	2%	6%	1%	-3%[38.3 µM]	1%	3%	9%
O=C(Nc1ccc(OCc2ccccc2)cc1)Nc1ccccc1C(=O)NCCCN1CCOCC1	nt	-2%[9.22 µM]	nt	nt	10%[10 µM]	0%	?
O=C(NC1CCS(=O)(=O)C1)C1C2CC3CC(C2)CC1C3 (stereo not given)	3%	-7%	-1%	?	-26%	-2%	10%[46 µM]

From PubChem BioAssay
